Bioassay records deposited in PubChem by several laboratories.
NPY-Y1 antag = blocks the human neuropeptide Y Y1 receptor | inhibition, % at 3.6 µM | P25929 | hit rate 1% among 200,000 | AID 1040 | HEK293-CNG Y1 cells, membrane potential fluorescence; NPY at EC95, then isoproterenol;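 active = inhibition above the campaign mean inhibition of all tested compounds plus 3 SD, cut at about 20% in these data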;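 also: 0% = DMSO wells given NPY plus isoproterenol and 100% = isoproterenol alone without NPY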
Target sequence (P25929 whole entry, looked up): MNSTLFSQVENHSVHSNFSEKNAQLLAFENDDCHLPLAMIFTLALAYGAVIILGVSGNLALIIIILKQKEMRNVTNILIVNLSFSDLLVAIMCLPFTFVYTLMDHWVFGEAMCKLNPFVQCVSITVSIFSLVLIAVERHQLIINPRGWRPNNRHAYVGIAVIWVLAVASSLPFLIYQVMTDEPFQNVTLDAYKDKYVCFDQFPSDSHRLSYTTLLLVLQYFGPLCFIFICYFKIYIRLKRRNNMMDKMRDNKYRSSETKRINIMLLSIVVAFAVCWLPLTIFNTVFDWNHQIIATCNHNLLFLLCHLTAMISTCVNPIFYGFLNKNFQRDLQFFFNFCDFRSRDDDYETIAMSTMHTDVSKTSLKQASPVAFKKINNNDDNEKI
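Assay system: HEK293 Y1/CNG channel cell line; Doses: single compound dose of 3.6 µM, 0.4% DMSO; Timing: dye 3 h, compound 60 min room temperature, stimulation 45 min; Technique: Membrane-potential fluorescent dye readout; Measure: % inhibition of NPY effect.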
S1P4 ag = activates the human S1P4 receptor; activation, % at 4.98 µM; AID 1509; S1P4-expressing cell line, agonist reporter assay; O95977; hit rate 0.35% among 220,000; in the data active = activation above about 11%;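 also: 0% = DMSO vehicle and 100% = reference agonist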
EP2 antag = inhibitors of human EP2 prostaglandin E2 receptor; P43116; C6 glioma cells expressing human EP2, cAMP TR-FRET; cells stimulated with saturating PGE2; inhibition, % at 25 µM; hit rate 0.52% among 260,000;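 active = percent inhibition above 40 after rounding to a whole number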;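 also: rat C6 glioma host cells with rolipram phosphodiesterase inhibitor present; the protocol text gives 20 µM as final concentration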
EP2 modulator = modulates human prostaglandin E2 receptor EP2 signaling | P43116 | EP2-expressing cells, cAMP HTRF FRET, PGE2 co-stimulation | induction, % at 25 µM | hit rate 0.83% among 260,000 | AID 940;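 active = compounds whose cAMP rise, as percent of the full-agonist control response, exceeds 60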;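 also: rat C6 glioma line stably carrying human EP2 under a CMV promoter; the protocol text gives 20 µM as final concentration; 100% = response of wells given 1 µM PGE2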
NPY-Y1 PAM-ag = human NPY-Y1 potentiation or agonism, primary screen | hit rate 0.37% among 220,000 | AID 1304 | NPY-Y1 expressing cells, potentiator/agonist activation | activation, % at 3.6 µM | P25929; in the data active = activation above about 33%, passing the limit was not always enough;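 also: cells stimulated with NPY at EC10 then isoproterenol at EC100; 0% = low agonist plus stimulus and 100% = saturating agonist plus stimulus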
NPY-Y2 PAM-ag = potentiators or agonists of human neuropeptide Y receptor Y2; P49146; cells expressing NPY-Y2, potentiator/agonist read-out; activation, % at 3.6 µM; hit rate 0.45% among 220,000; in the data active = activation above about 27%;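 also: cells stimulated with NPY near EC25 plus isoproterenol at EC100; 0% = vehicle plus submaximal agonist and 100% = vehicle plus saturating agonist; some results beyond the cut were filed as inactive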
Target sequence (P49146 whole entry, looked up): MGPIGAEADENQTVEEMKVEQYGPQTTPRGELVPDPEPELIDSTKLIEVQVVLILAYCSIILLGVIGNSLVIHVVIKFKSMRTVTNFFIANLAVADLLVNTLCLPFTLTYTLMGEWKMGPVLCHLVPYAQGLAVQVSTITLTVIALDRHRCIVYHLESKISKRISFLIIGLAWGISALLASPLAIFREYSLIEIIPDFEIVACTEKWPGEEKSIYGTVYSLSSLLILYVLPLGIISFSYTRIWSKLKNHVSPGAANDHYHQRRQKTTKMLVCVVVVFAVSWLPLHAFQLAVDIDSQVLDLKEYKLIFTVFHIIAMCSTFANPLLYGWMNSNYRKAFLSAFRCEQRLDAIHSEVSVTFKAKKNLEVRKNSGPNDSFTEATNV
eIF4E 4G PPI = inhibitors of eIF4E and eIF4G interaction in translation initiation | AID 782 | P63073+Q04637 | TR-FRET eIF4E-eIF4GI(517-606) binding, 2 h | inhibition, % at 21.7 µM | hit rate 0.37% among 220,000;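 active = inhibition above about 30%, limit read from the data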;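 also: 0% = full FRET control wells and 100% = background wells lacking eIF4GI fragment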
S1P4 antag = human S1P4 receptor antagonism | O95977 | S1P4-expressing cells, antagonist mode, reporter read-out | inhibition, % at 4.98 µM | hit rate 0.26% among 220,000 | AID 1510; in the data active = inhibition above about 29%;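 also: 0% = wells stimulated with agonist and 100% = vehicle wells without agonist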
p97 inhibitor = blocks human p97 ATPase activity | inhibition, % at 8 µM | P55072 | recombinant p97 ATPase, Kinase-Glo ATP luminescence, 3 h | hit rate 0.42% among 220,000; in the data active = inhibition above about 15%;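 also: 0% = DMSO vehicle and 100% = wells lacking enzyme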
Numbers without * were called inactive; x = not tested or not shown; & = joins results of further samples; [ ] = dose if it differs, or a comment. Not all compounds are listed; rates above refer to the full screens.

SMILES	NPY-Y1 antag	S1P4 ag	EP2 antag	EP2 modulator	NPY-Y1 PAM-ag	NPY-Y2 PAM-ag	eIF4E 4G PPI	S1P4 antag	p97 inhibitor
O=C(c1cc2n(n1)C(C(F)(F)F)CC(c1ccco1)N2)N1CCN(c2ccccn2)CC1 (stereo not given)	0	-0.8	7	1	-9	-15	-3	-22	-3
CCCC(=O)Nc1cc(-c2nnc(OC)c3ccccc23)ccc1N1CCOCC1	4	0.9	8	x	-16	-4	x	10	-7
C/C(N)=C(/C#N)C(=O)COC(=O)c1cccc(O)c1	5	-0.4	0	-6	-12	-16	-1	7	-2
CC(=O)N1CCN(C(=S)NC(=O)C23CC4CC(CC(C4)C2)C3)CC1	-1	1.1	8	22	4	0	0	-13	3
O=C(O)c1ccc(CNCc2cccc(Cl)c2Cl)cc1	-5	0.0	7	68*	21	9	1	-13	6
CCOC(=O)c1ccc(CNC(=O)Cn2nnc(-c3ccc(C)cc3)n2)o1	5	1.5	x	5	-19	-17	-7	-10	4
CC(C)OCCCN1C(=O)c2[nH]nc(-c3ccccc3O)c2C1c1cccc(Cl)c1 (stereo not given)	8	2.2	13	29	-8	-13	-1	-3	-3
CCn1c(-c2ccccc2)ccc(C#N)c1=O	7	1.4	8	22	5	4	3	-7	0
CCN(CC)Cc1nc2c(c(=O)[nH]1)C1(CCCCC1)Cc1ccccc1-2	4	2.9	11	40	-26	-9	-1[fluorescence artefact?]	-21	3
O=C(CN1C(=O)CCC1=O)Nc1nc(-c2nc3ccccc3s2)cs1	5	-0.2	10	-7	-4	-6	5	-5	1
O=C(CSc1nc2c(c(=O)n1-c1ccc(Cl)cc1)SCC2)NCc1ccco1	6	-0.5	x	10	-2	-2	1	-15	4
CN(C)S(=O)(=O)c1ccc2c(c1)c(=O)c(C(=O)N1CCN(c3ccccn3)CC1)cn2C	-2	-0.9	9	-10	8	9	-1	-8	4
O=C(CCC(=O)N1CCN(c2ccccc2F)CC1)c1ccc(F)cc1	x	1.3	10	4	8	-2	3	-4	-1
CCc1nnc(NC(=O)CSc2nnc(-c3cccnc3)n2CC)s1	1	4.3	12	2	12	7	4	-2	0
COc1cccc(NC(=O)Nc2nccc(C)n2)c1	1	0.5	6	-2	12	24	1	-6	-3
Cc1cccc(OCc2nnc(SCC(=O)Nc3ncc(C)s3)o2)c1	3	-0.6	5	-33	19	3	-4	-11	4
Cc1cccc(C)c1-n1c(SCC(=O)NCc2ccco2)nc2ccccc2c1=O	5	-1.4	14	12	7	6	0	-2	0
O=c1cnnc(Nc2ccc(F)cc2)[nH]1	5	0.4	3	5	5	5	2	-9	1
O=C(CSc1nnc(-c2ccccc2)n1CC1CCCO1)N1CCCC1 (stereo not given)	0	-0.2	7	9	4	-7	1	-7	2
CCN(CCO)c1ncnc2c1sc1nc(C(C)C)c3c(c12)CC(C)(C)OC3	1	4.2	15	79*	-25	-16	6	-21	0
Oc1c(C(c2ccccn2)N2CCOCC2)ccc2cccnc12 (stereo not given)	-2	-0.3	-7	13	10	15	5[fluorescence artefact?]	12	6
CCC(C)(C)n1nnnc1C(c1ccccc1)N1CCN(C2CCCC2)CC1 (stereo not given)	8	0.5	12	12	-19	8	-1	6	1
COc1ccccc1N1CCN(CC(=O)c2ccc3ccn(C(C)=O)c3c2)CC1	6	0.3	11	5	-12	14	1	-1	7
COc1ccc(-c2nc(CS(=O)(=O)CC(=O)NCCc3cc(OC)ccc3OC)c(C)o2)cc1	3	-0.2	4	-7	-5	-2	9	-5	2
CCOc1ccccc1C1CC(=O)Nc2cc3c(cc21)OCO3 (stereo not given)	-2	1.3	6	23	7	14	1	18	4
COc1ccc(/C=C/CN2CCCC(C(=O)c3ccc(OC)c(F)c3)C2)cc1 (stereo not given)	4	3.9	3	-28	-16	-19	1	-6	5
O=c1oc2cc(O)ccc2cc1-c1nc2c(s1)CCc1ccccc1-2	3	5.9	10&8	-52&-16	-6	28	-5	4	4
Cc1ccc(C2=NN=C(NC(=O)C(F)(F)F)SC2)cc1	5	0.4	4	8	-12	-11	2	0	4
Cn1c(SCC(=O)N2c3ccccc3Sc3ccccc32)nc2ccccc21	0	-0.7	6	11	-28	-10	-1	1	-7
CC(C)(C)C(=O)NCCN1C(=O)S/C(=C\c2ccc([N+](=O)[O-])cc2)C1=O	-3	-0.5	12	-13	-1	12	-2	2	3

Compounds shown so far with a Cl atom:
SMILES	NPY-Y1 antag	S1P4 ag	EP2 antag	EP2 modulator	NPY-Y1 PAM-ag	NPY-Y2 PAM-ag	eIF4E 4G PPI	S1P4 antag	p97 inhibitor
O=C(O)c1ccc(CNCc2cccc(Cl)c2Cl)cc1	-5	0.0	7	68*	21	9	1	-13	6
CC(C)OCCCN1C(=O)c2[nH]nc(-c3ccccc3O)c2C1c1cccc(Cl)c1 (stereo not given)	8	2.2	13	29	-8	-13	-1	-3	-3
O=C(CSc1nc2c(c(=O)n1-c1ccc(Cl)cc1)SCC2)NCc1ccco1	6	-0.5	x	10	-2	-2	1	-15	4

Next section
SMILES	NPY-Y1 antag	S1P4 ag	EP2 antag	EP2 modulator	NPY-Y1 PAM-ag	NPY-Y2 PAM-ag	eIF4E 4G PPI	S1P4 antag	p97 inhibitor
CCN(C(=O)CSc1nnc(-c2ccncc2)n1Cc1ccccc1)C1CCS(=O)(=O)C1 (stereo not given)	6	1.5	0	24	5	4	2	-10	5
O=C(Nc1ccc(C(=O)N2CCOCC2)cc1)c1cc(-c2cccnc2)nc2ccc(Cl)cc12	-1	-0.7	14	-49	5	-3	-4	7	-1
C=CCN1C(=O)/C(=C2/Sc3ccc(OC)cc3N2C)SC1=Nc1ccccc1	1	0.6	8	-2	-2	1	-5	2	-2
CCOC(=O)c1c(NC(=O)CN2C(=O)NC(C)(c3ccc(OC(F)F)cc3)C2=O)sc(C)c1C (stereo not given)	-5	0.0	24	-32	19	10	2[fluorescence artefact?]	-35	-2
COc1cccc(NC(=O)C2C3CC4OC(=O)C2C4C3)c1 (stereo not given)	-6	-2.9	9	-4	-8	-8	2	-6	2
COc1cc(-c2nc3ccccc3s2)ccc1O	-3	0.9	31&39	-13&1	6	-5	0[fluorescence artefact?]	-6	0
c1cncc(COC2CCCN(Cc3nc(-c4cccs4)no3)C2)c1 (stereo not given)	1	-1.0	0	3	24	-14	2	-21	4
NS(=O)(=O)c1ccc(NC(=O)COC(=O)CCC2CCCCC2)cc1	-1	1.5	6	14	-5	-2	-1	-13	-4
Cc1ccsc1/C=N/Nc1nc(=O)[nH]nc1C	0	-0.3	4	15	-12	-7	0	11	-62
COCCN=c1scc(-c2cccs2)n1/N=C/c1ccc(O)c(O)c1O	-3	13*	19	9	54*	32	6	-16	2
Cc1ccc(N(CC(=O)N/N=C/c2cccc(Br)c2)S(C)(=O)=O)cc1	-1	2.0	3	11	23	18	13	-23	2
Cc1csc(NC(=O)CSc2nnc3c4ccccc4nc(C(C)(C)C)n23)n1	6	-1.3	20	-26	-22	-9	0	-14	-1
Cc1cccc(C)c1OCCn1nc(C(=O)O)c2ccccc2c1=O	24*	0.7	6	10	-35	-30	1	-2	-7
CNC(=O)/C=C1\NC(C)(C)Cc2ccccc21	2	0.5	11	15	4	-11	-1	-5	3
CC1CCCN(C(=O)c2ccc3c(=O)n(Cc4ccc5c(c4)OCO5)c(=S)[nH]c3c2)C1 (stereo not given)	16	-0.5	1	-13	-6	-23	-2	-9	-1
CCOC(=O)C1CCCN(C(=O)COc2ccccc2O)C1 (stereo not given)	1	-0.9	14	1	18	-9	4	-6	2
COc1cccc(OCc2ccc(Cl)cc2)c1C#N	x	-1.2	10	25	-15	-44	-10	-9	1
O=C(CC(C(=O)O)C1CCCO1)NCc1ccccc1 (stereo not given)	2	-0.2	10	13	-6	-1	5	-24	4
Cc1c(-c2ccc(Br)cc2)[n+](=O)c2c(n1[O-])CCCC2	2	0.6	11	-2	-5	-4	4	-1	2
CNc1oc(-c2ccccc2Cl)nc1C#N	-5	-1.9	9	-20	-3	-5	x	-12	-2
O=c1cc(C(F)(F)F)[nH]c2c(C(F)(F)F)cccc12	2	0.5	9	7	-23	-10	1	6	4
COc1ccc(C2(C(=O)NCC3CCCO3)CCOCC2)cc1 (stereo not given)	1	-0.2	20	-7	-13	0	-1	-1	10
CCOC(=O)C1=C(CN2CCOCC2)NC(=O)NC1c1cccc([N+](=O)[O-])c1 (stereo not given)	-6	2.1	4	16	10	5	2	0	2
O=C(COC(=O)c1ccc(Br)cc1)NCCc1ccccc1	-1	1.7	6	-8	-8	-11	13	-5	1
CCN(CC)S(=O)(=O)c1ccc(C(=O)OCn2nnc3ccccc3c2=O)cc1	-2	-1.1	12	-18	22	18	-12	-4	3
CCOC(=O)CN1C2=NCCN2c2ccccc21	0	0.5	8	-14	-18	2	2	-8	5
COc1ccccc1C1CCN(c2ccc([N+](=O)[O-])cn2)CC1	x	2.1	17	-30	-18	-14	0	-8	7
CC(=O)Cc1nsc(NC(=O)c2ccco2)n1	5	-3.0	17	8	-9	-17	13	-2	-7
C(=N\Nc1nc2ccccc2[nH]1)/c1ccc2c(c1)OCO2	16	-1.9	18	-48	-32	-8	-1	11	-1
Cc1ccc(S(=O)(=O)N2CCN(c3nc4ccccc4nc3-n3nc(C)cc3C)CC2)cc1	5	1.6	5	60	8	-15	-1	-1	0
Cc1cc(SCC(=O)c2cc3ccccc3o2)nc2ccccc12	16	-0.3	7	-15	3	-11	-6	4	4
Cc1cc2n(n1)SC(Nc1ccc(F)c(Cl)c1)N2 (stereo not given)	-5	3.2	4	-12	22	21	-1	-26	5
CCCNC(=O)c1cc2ccccc2c(=O)o1	-2	2.2	5	12	20	3	20	-11	6
CC(C)c1nnc(NC(=O)CCC(=O)N2CCN(C3CCCCC3)CC2)s1	7	-2.0	8	10	28	-9	0	-18	-5
Fc1cccc(CSc2ccc(-c3ccco3)nn2)c1	-1	0.8	14	19	-10	-1	2	-9	-1
O=C(CSc1nnnn1-c1ccccc1)N1CCN(C(=O)c2ccco2)CC1	2	1.5	9	-11	-7	5	2	-5	4
COc1ccc(NC(=O)Cn2ncc(Cl)c(Cl)c2=O)cc1S(=O)(=O)N1CCOCC1	2	3.4	8	0	8	1	2	33*	6
CN(C)c1ccc(/C=N/NC(=O)c2cccc(N3CCCC3=O)c2)cc1	0	-0.6	8	-49	-5	-13	5	-10	-6
COc1ccc(S(=O)(=O)Nc2ccc3c(c2)OCCO3)cc1Cl	-3	-0.6	5	-18	5	5	-2	-29	-3
COc1ccc(Nc2nc(NC(C)(C)C)nc(N3CCOCC3)n2)c(OC)c1	2	-0.9	7	54	-4	-16	3	7	4
COc1ccc(/C=N/OCC(=O)N(Cc2ccccc2)c2ccccc2C(=O)O)cc1	14	-0.1	5	-23	-35	-24	10	-35	-2
CCCCn1nnnc1NCc1ccc(OC)c(OC)c1OC	4	0.7	2	13	8	8	5	-9	5
COC(=O)c1nnn(CC(=O)NC(=O)Nc2cccc(Cl)c2C)c1C(=O)OC	-1	-2.5	13	-80	-7	11	0	-18	-3
CCc1ccccc1NC(=O)CCN1C(=O)C2C3CCC(C3)C2C1=O (stereo not given)	-2	-1.1	8	10	7	17	5	1	5
O=C(CN1CCCCCC1)N1c2ccccc2Sc2ccc(C(F)(F)F)cc21	10	1.4	14	42	-22	-26	1	-27	-10
Cc1nc2ccccc2nc1OCc1ccc([N+](=O)[O-])cc1	0	0.0	9	2	2	10	-2	20	4
CCOc1ccc(Nc2nc(Cc3nnc(SCC(=O)O)o3)cs2)cc1	4	-0.4	7	-4	18	3	10	-1	-1
